# Assay outcomes deposited in PubChem BioAssay by National Center for Advancing Translational Sciences (NCATS).
# D1 antagonist: human D1 dopamine receptor antagonism | 3.2% of 360,000 active | P21728 | HEK293 TREx D1 cells, calcium flux, dopamine EC80; stronger effect = lower value | activity change, negative = inhibition, % at 10 µM; in the data active = activity change below about -30%; also: % is scaled to controls: 0 for no effect and ±100 for the full control effect
# Target sequence (P21728 whole entry, looked up): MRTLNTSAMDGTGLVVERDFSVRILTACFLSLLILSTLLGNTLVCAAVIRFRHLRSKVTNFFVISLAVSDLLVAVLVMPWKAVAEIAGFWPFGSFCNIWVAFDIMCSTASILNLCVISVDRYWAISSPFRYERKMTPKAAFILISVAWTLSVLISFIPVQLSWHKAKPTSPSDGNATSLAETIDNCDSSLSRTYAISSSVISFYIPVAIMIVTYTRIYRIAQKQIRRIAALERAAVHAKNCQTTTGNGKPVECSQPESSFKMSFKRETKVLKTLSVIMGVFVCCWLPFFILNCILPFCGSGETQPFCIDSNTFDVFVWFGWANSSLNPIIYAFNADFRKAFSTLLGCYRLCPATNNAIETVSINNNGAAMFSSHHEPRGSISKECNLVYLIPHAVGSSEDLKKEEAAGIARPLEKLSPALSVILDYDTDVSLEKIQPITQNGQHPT
#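 Antagonism measured as reduced calcium response to an EC80 dopamine addition following 180 s compound pre-read; cells were inducible HEK293 Trex D1 plated overnight at 30 C, read kinetically at 1 cycle/sec.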
# D2 PAM: positively modulates the human D2 dopamine receptor allosterically; HEK293 T-REx D2, calcium flux, EC20 dopamine potentiation; potentiation, % at 10 µM; 0.34% of 340,000 active; AID 485347;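 active = potentiation over 3 SD above the plate norm, cut at about 30% in these data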; also: 0% is about no effect
#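 Potentiation of an EC20 dopamine calcium response measured kinetically over 180 s, after a preceding 180 s compound-only read flagging agonists. Cells: inducible Hek293 Trex D2 line, 4000/well, cultured overnight at 30 C before dye loading.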
# Vif-A3G inh: Vif-A3G binding inhibition; Potency, µM (series often up to 46.1 µM), for inactives: at the highest dose activity, negative = active, usual class: inhibitors; 0.076% of 410,000 active; HeLa A3G-eYFP + Vif (tagged APOBEC3G with the HIV-1 protein that degrades it), YFP fluorescence, overnight; AID 602310; Q9HC16;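 also: potency is read from the fitted curve at half-maximal effect; % is scaled to controls: 0 for no effect and ±100 for the full control effect; nearly all actives have a fitted effect of over 60% in size; hits raise eYFP signal because A3G escapes Vif-driven loss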
# Target sequence (Q9HC16 whole entry, looked up): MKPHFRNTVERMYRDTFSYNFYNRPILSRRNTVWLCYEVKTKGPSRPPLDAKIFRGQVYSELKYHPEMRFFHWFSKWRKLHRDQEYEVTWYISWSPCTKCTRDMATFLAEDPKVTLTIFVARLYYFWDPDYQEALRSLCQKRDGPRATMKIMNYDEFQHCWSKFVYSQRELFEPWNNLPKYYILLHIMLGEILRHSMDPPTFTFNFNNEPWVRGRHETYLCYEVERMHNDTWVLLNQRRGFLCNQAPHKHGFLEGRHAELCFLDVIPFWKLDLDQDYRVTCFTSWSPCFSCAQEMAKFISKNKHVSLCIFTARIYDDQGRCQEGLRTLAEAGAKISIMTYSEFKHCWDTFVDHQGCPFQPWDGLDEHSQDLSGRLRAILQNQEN
#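 HeLa cells stably expressing Vif and C-terminally eYFP-tagged A3G, seeded overnight at 37 deg C, then exposed to compound by pintool overnight at 37 deg C. Rise in yellow fluorescence (Ex 488/Em 500-530, Acumen) marks blocked Vif-driven A3G degradation.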
# RXFP1 agonist: activates the human relaxin receptor RXFP1; HEK293T-RXFP1 cAMP TR-FRET, 30 min; response scale: percent of porcine relaxin response, buffer zero; 0.3% of 370,000 active; Q9HBX9; AID 2676; Potency, µM (titrated, usually from 57.5 µM), inactives show at the highest dose activation, usual class: activators; also: potency is read from the fitted curve at half-maximal effect; % is scaled to controls: 0 for no effect and ±100 for the full control effect; nearly all actives have a fitted effect of over 60% in size; many of its hits are not listed in these tables
#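 HEK293 cells stably expressing RXFP1, treated 30 min at 37C with compounds plus PDE4 inhibitor Ro 20174; cAMP measured by HTRF TR-FRET. Normalized to buffer and 29 nM porcine relaxin; EC50 by Hill fit.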
# D1 potentiator: potentiators of human D1 dopamine receptor. HEK293 TREx D1 cells, calcium flux, dopamine EC20 potentiation. potentiation, % at 10 µM. 0.036% of 360,000 active. AID 504651; in the data active = potentiation above about 30%; also: 0% is about no effect
# Vif-A3F inh: inhibitors of Vif-A3F interaction; HeLa A3F-eYFP + Vif (tagged APOBEC3F with the HIV-1 protein that degrades it), YFP fluorescence increase; 0.2% of 390,000 active; Potency, µM (titrated, usually from 46.1 µM), for the others: at the top dose activity, negative = active; AID 602313; also: potency is read from the fitted curve at half-maximal effect; % of control where 0% means no effect; nearly all actives have a fitted effect of over 65% in size
#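 HeLa cells stably expressing Vif plus C-terminally eYFP-tagged A3F were seeded, incubated overnight at 37 deg C, dosed with compound, incubated overnight again at 37 deg C. Yellow fluorescence (Ex 488/Em 500-530) reported blocked Vif-mediated A3F-eYFP degradation.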
# Glioma ERSR ind: induces the endoplasmic reticulum stress response in human glioma cells. U87-MG GRP78 promoter luciferase reporter, 16 h. AID 602332. 0.02% of 420,000 active. Potency, µM, for the others: at the top dose activation, actives largely listed as activators; also: potency is read from the fitted curve at half-maximal effect; series mostly up to about 76 µM; % of control where 0% means no effect; nearly all actives have a fitted effect of over 35% in size
#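 Stably transfected U87-MG glioma cells carrying a GRP78-based luciferase sensor; 16 h compound incubation. Luminescence end-point read 10 min after Bright-Glo addition at room temperature.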
# RXFP1 antagonist: blocks the human relaxin receptor RXFP1; activity change, negative = inhibition, % at 57.5 µM; 0.59% of 350,000 active; HEK293-RXFP1, relaxin-stimulated cAMP HTRF, 30 min; stronger effect = lower value; AID 1259400; Q9HBX9;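 active = activity change of -60% or lower, but not beyond a set lower limit; inconclusive = change between -60% and -40%, or beyond the set limit; inactive = change above -40%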; also: % is scaled to controls: 0 for no effect and ±100 for the full control effect
# D1 ag: activates the human D1 dopamine receptor | 1% of 360,000 active | activation, % at 2 µM | HEK293 T-REx D1 cells, calcium flux, agonist mode | P21728 | AID 504660; in the data active = activation above about 30%; also: 0% is about no effect
#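 Inducible HEK293 T-REx D1 cells, force-coupled to calcium signalling, were plated at 4000 cells/well with tetracycline and held overnight at 30 C. After no-wash calcium dye loading, compound-evoked calcium rise over 180 s flagged agonists.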
# An asterisk follows results filed as active; ? = inconclusive; . = no result given. Unless noted, calls follow the shape of the dose curve; as a rule, active = well fitted curve in the direction sought with a large enough effect; inconclusive = small, poorly fitted or top-dose-only effect, or another doubt; inactive = no such curve, though single readings can be large; an effect the other way counts as inactive or inconclusive.
# Each structure is followed by: D1 antagonist | D2 PAM | Vif-A3G inh | RXFP1 agonist | D1 potentiator | Vif-A3F inh | Glioma ERSR ind | RXFP1 antagonist | D1 ag
1) O=C(NCCN1CCOCC1)c1ccc2c(c1)N(Cc1ccc(Cl)cc1)CCS2
  2 | -2 | 1% | 14% | -8 | -7% | -5% | -4 | 2
2) O=S(=O)(c1ccccc1)n1nc(-c2ccc(Cl)cc2)nc1NCc1ccccc1
  -4 | -6 | . | 1.4% | -2 | . | . | 11 | 17
3) CCOc1cccc2cc(-c3nc4sc5c(c4c(=O)[nH]3)CCC(C)C5)c(=O)oc12 (configuration not stated)
  -1 | -2 | 3% | -0.8% | 0 | 10% | -5% | 10 | 2
4) CCCc1cc(=O)[nH]c(SCC(=O)c2cc(C)n(CCC)c2C)n1
  -11 | 8 | -3% | 2.6% | -5 | 2% | -2% | -1 | 9
5) CSCc1ccc(C(=O)NCc2ccc(F)cc2)cc1
  -5 | 3 | 0% | -0.5% | -3 | -3% | -2% | 26 | 2
6) O=C1NCCC/C1=N\Nc1ccc(Br)cc1
  3 | 4 | -3% | -1.1% | -3 | 4% | 3% | -15 | 1
7) COc1ccc(Cc2nnc(NC(=O)c3ccccc3C)s2)cc1
  34 | -17 | -9% | -0.2% | -9 | 2% | 1% | -2 | 5
8) COc1ccccc1-c1nnc2sc(COc3ccc(F)cc3)nn12
  -13 | . | -4% | 0.0% | 1 | -11% | -3% | -5 | 4
9) Cn1nc(C(=O)Nc2nc3ccc(S(C)(=O)=O)cc3s2)ccc1=O
  . | -18 | -1% | 13% | 2 | 5% | 1% | -6 | 1
10) COC(=O)C1=C(O)/C(=C\c2ccc(CNC(=O)C(=O)Nc3ccc(C)c(C)c3)o2)N=C1C
  1 | 4 | 0% | 0.0% | -6 | -1% | 2% | 0 | 2
11) CCOc1ccc(C(=O)Nc2ccc(N3CCN(C)CC3)cc2)cc1
  -24 | -2 | 3% | -2.9% | -7 | 6% | -4% | 0 | 3
12) CC(C)N(Cc1nccn1C)C(=O)c1cc(COc2ccc3ncccc3c2)on1
  -7 | 6 | 1% | -2.0% | 1 | 0% | -7% | 4 | 8
13) Cc1cccc(/C=N/N(CCO)C2=NS(=O)(=O)c3ccccc32)c1
  -34* | 4 | -7% | -2.3% | -6 | -1% | -2% | -4 | 2
14) CC1(C)SC(C)(C)N(C=O)C1C(=O)O (configuration not stated)
  . | . | 0% | . | . | 11% | -2% | 1 | .
15) CSc1ccc(CN2CCN(CCC(C)C)C(CCO)C2)cc1 (configuration not stated)
  -8 | -18 | 8% | 3.8% | 6 | 0% | -2% | 5 | 1
16) Cc1ccc(C(=O)NC(=S)c2c(C)cc3ccccn23)cc1
  . | . | -4% | . | . | 1% | 1% | -4 | .
17) C/C(=N\OCC(=O)N/N=C/c1ccccc1O)c1cccs1
  1 | -5 | 3% | 0.2% | 2 | 3% | -6% | 9 | 6
18) COc1cc(S(=O)(=O)N2CCN(C(=O)C3CC3)CC2)ccc1NC(C)=O
  . | . | -2% | . | . | 1% | -3% | 1 | .
19) CN(C)S(=O)(=O)c1cccc(NC(=O)COC(=O)CNC(=O)c2cccc([N+](=O)[O-])c2)c1
  -18 | -2 | 6% | 0.2% | 4 | -24% | -1% | -2 | 1
20) Cc1ccc(NC(=O)CO/N=C(\N)c2nonc2N)cc1C
  -1 | . | 1% | 3.7% | 5 | 4% | -4% | -1 | 4

# 7 entries drawn at random from the list so far:
# Each structure is followed by: D1 antagonist | D2 PAM | Vif-A3G inh | RXFP1 agonist | D1 potentiator | Vif-A3F inh | Glioma ERSR ind | RXFP1 antagonist | D1 ag
14) CC1(C)SC(C)(C)N(C=O)C1C(=O)O (configuration not stated)
  . | . | 0% | . | . | 11% | -2% | 1 | .
18) COc1cc(S(=O)(=O)N2CCN(C(=O)C3CC3)CC2)ccc1NC(C)=O
  . | . | -2% | . | . | 1% | -3% | 1 | .
2) O=S(=O)(c1ccccc1)n1nc(-c2ccc(Cl)cc2)nc1NCc1ccccc1
  -4 | -6 | . | 1.4% | -2 | . | . | 11 | 17
8) COc1ccccc1-c1nnc2sc(COc3ccc(F)cc3)nn12
  -13 | . | -4% | 0.0% | 1 | -11% | -3% | -5 | 4
9) Cn1nc(C(=O)Nc2nc3ccc(S(C)(=O)=O)cc3s2)ccc1=O
  . | -18 | -1% | 13% | 2 | 5% | 1% | -6 | 1
10) COC(=O)C1=C(O)/C(=C\c2ccc(CNC(=O)C(=O)Nc3ccc(C)c(C)c3)o2)N=C1C
  1 | 4 | 0% | 0.0% | -6 | -1% | 2% | 0 | 2
1) O=C(NCCN1CCOCC1)c1ccc2c(c1)N(Cc1ccc(Cl)cc1)CCS2
  2 | -2 | 1% | 14% | -8 | -7% | -5% | -4 | 2

# Going on with the list:
# Each structure is followed by: D1 antagonist | D2 PAM | Vif-A3G inh | RXFP1 agonist | D1 potentiator | Vif-A3F inh | Glioma ERSR ind | RXFP1 antagonist | D1 ag
21) CC(C)Cc1nnc(NS(=O)(=O)c2ccc(Cl)cc2)s1
  -19 | 1 | -7% | 2.4% | -1 | 4% | -1% | . | 2
22) CCc1ccc(NC(=O)CCn2c(=O)oc3ccccc32)cc1
  13 | -3 | 1% | -0.2% | 1 | -7% | -7% | 1 | -1
23) C/C=C/C(=O)Nc1ccccc1Br
  -4 | 3 | 2% | -0.1% | 2 | -4% | 0% | -4 | 2
24) CN(C(=O)Cn1nnc(-c2cccc(C(F)(F)F)c2)n1)C1CCCCC1
  -28 | -13 | 11% | -1.4% | 3 | -13% | 1% | 1 | 4
25) C=CCOc1c2ccc(C(=O)NC3CCCc4ccccc43)cc2nn1C (configuration not stated)
  -19 | 3 | -7% | 4.8% | 4 | -24% | -1% | . | 0
26) CCOCCCNC(=O)c1c(C)c(C(=O)OCC)n(C)c1C
  -1 | -7 | 1% | 1.3% | 0 | -8% | -3% | -6 | -3
27) Clc1ccc(OCCOCCN2CCc3ccccc3C2)c(Cl)c1
  -2 | -28 | -2% | 1.4% | -10 | ? | -5% | -28 | 1
28) CC(=O)c1cc(-c2ccccc2)n(CCC(=O)NCc2cccs2)c1C
  20 | -11 | -6% | 2.0% | 1 | -2% | 4% | 2 | 1
29) CCN(CC)C(=O)C1=C(C)N(Cc2ccccc2)C(=O)C(CC(=O)NCC2CCCCC2)C1 (configuration not stated)
  . | . | -8% | . | . | -6% | -4% | 3 | .
30) CCC(Sc1nc(N)cc(N)n1)C(=O)O (configuration not stated)
  0 | -10 | 1% | 0.5% | -4 | 2% | -6% | -3 | 2
31) N#Cc1ccccc1OCC(=O)N(Cc1nnc(-c2ccccc2Cl)o1)C1CC1
  3 | 0 | -4% | 1.5% | -1 | 0% | 3% | 19 | 0
32) CN(C)C1=NC[C@H](Cc2ccccc2)N1CC1CCCCCC1
  1 | 12 | 2% | 1.8% | -6 | -1% | -3% | . | 3
33) Cc1cc(NC(=O)COn2nnc3ccccc32)no1
  -24 | 3 | 0% | 1.0% | 0 | 5% | -3% | -6 | 2
34) O=C(Cn1c(=O)n(Cc2ccco2)c(=O)c2c3c(sc21)CCCC3)Nc1ccccc1
  -3 | . | -1% | -1.0% | 0 | -21% | -9% | -14 | 1
35) CCOc1ccc2ccccc2c1C(=O)Nc1cc(=O)n(C)c(=O)n1C
  9 | -5 | 2% | 0.2% | 1 | 4% | -2% | . | 0
36) O=C(CN1C(=O)COc2ccccc21)NCCCN1CCOCC1
  -27 | . | 0% | -1.4% | -2 | 1% | -1% | -31 | 1
37) CCOC(=O)c1c(-c2cccs2)csc1NC(=O)CN(CC)CC
  16 | 2 | 2% | 4.2% | -18 | -11% | 1% | -18 | 10
38) CCN(CC)CCN(Cc1cc2cc3c(cc2[nH]c1=O)OCCO3)C(=S)NC
  -31* | 11 | -5% | -0.1% | -8 | 2% | 0% | 4 | -2
39) CC(=O)NC(Cc1c[nH]c2ccccc12)C(=O)OCC(=O)Nc1cc(C)on1 (configuration not stated)
  14 | 0 | 1% | 1.1% | -1 | 0% | 0% | -4 | 1
40) CC(C)(C)OC(=O)N1CCC(NC(=O)c2[nH]cnc2C(=O)Nc2ccc(Cl)cc2)CC1
  . | 6 | 0% | 2.4% | -1 | -1% | -3% | . | 0

# The results go on:
item	SMILES	D1 antagonist	D2 PAM	Vif-A3G inh	RXFP1 agonist	D1 potentiator	Vif-A3F inh	Glioma ERSR ind	RXFP1 antagonist	D1 ag
41	CCOc1ccc(-c2nc(CN3CCCC(C(=O)N4CCOCC4)C3)c(C)o2)cc1 (configuration not stated)	0	9	0%	-2.8%	-5	0%	1%	-2	7
42	Cc1ccc(S(=O)(=O)N(C)c2ccc(N)cc2)cc1	-3	18	-3%	0.1%	0	0%	-1%	7	-1
43	C(=N\n1cnnc1)/c1cccc2ccccc12	-10	-1	1%	0.2%	-9	-6%	-3%	1	1
44	Cc1c(Cl)cccc1NC(=O)C(C)N(c1ccccc1)S(C)(=O)=O (configuration not stated)	14	-12	0%	5.3%	-2	6%	-3%	.	1
45	CC(=O)c1ccc(S(=O)(=O)N2CCN(C)CC2)cc1	-5	6	10%	-1.7%	0	4%	0%	0	2
46	NC(=S)Nc1cccc(F)c1	-1	-4	-1%	0.8%	-2	-6%	16%	20	4
47	COc1ccc(CNC(=S)Nc2cccc(OC)c2)cc1	-14	3	0%	2.2%	-11	7%	-2%	9	10
48	COCCNC(=O)c1cnn2c1NC(c1ccco1)CC2C(F)(F)F (configuration not stated)	-3	6	1%	-2.5%	-2	-2%	-7%	-2	-1
49	Cc1cc(C(=O)N2CCN(S(=O)(=O)c3ccc(F)c(Cl)c3)CC2)c(C)o1	-4	.	-5%	1.4%	-4	-11%	-4%	-8	-1
50	Cc1cc(C)nc(SCC(N)=O)n1	4	-2	1%	-3.8%	7	-7%	-3%	-13	2
51	CN(C(=O)CSC1=NCCS1)c1ccccc1	-11	10	2%	-0.2%	3	-4%	1%	-5	1
52	COc1cc(/C=N/NC(=O)c2ccc(Cn3cc([N+](=O)[O-])cn3)o2)cc(Br)c1O	-7	-2	0%	-1.5%	-4	2%	5%	-5	0
53	S=c1[nH]c(-c2ccccc2)cn1/N=C/c1cccc2ccccc12	-2	-14	-14%	2.6%	2	-23%	1%	-16	6

# These rows are one share of the data; count on the stated rates, not on these rows.
